mIAP activ: increases mouse intestinal alkaline phosphatase activity; activation factor at 10 µM; actives 0.24% (n = 330,000); muIAP, CDP-Star luminescence, 30 min; active compounds read high; 1 = vehicle-only enzyme signal, 0 = enzyme-free wells;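 active = activation factor of at least 2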; note: the source names both 10 and 20 µM as test concentration; values of inactives mirror those of a sister screen read the other way
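Assay system: mouse IAP enzyme / Compound: DMSO-dissolved test compounds / Timing: 30 min, room temperature / Measured by: luminescence from enzymatic CDP-Star hydrolysis / Control set: DMSO-only wells, enzyme-free buffer wells as negative control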
APOBEC3G inh: inhibitors of human APOBEC3G DNA deaminase; AID 493012; actives 0.28% (n = 330,000); inhibition, % at 20 µM; recombinant A3G, ssDNA deamination FAM/TAMRA fluorescence;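 active = inhibition of at least 40% at 20 µM, with no more than 30% in the related APOBEC3A deaminase screen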;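 note: plate controls were DMSO wells with A3G for no effect and wells lacking A3G enzyme for full effect; some compounds called inactive have numbers as strong as hits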
Target sequence (Q9HC16 whole entry, looked up): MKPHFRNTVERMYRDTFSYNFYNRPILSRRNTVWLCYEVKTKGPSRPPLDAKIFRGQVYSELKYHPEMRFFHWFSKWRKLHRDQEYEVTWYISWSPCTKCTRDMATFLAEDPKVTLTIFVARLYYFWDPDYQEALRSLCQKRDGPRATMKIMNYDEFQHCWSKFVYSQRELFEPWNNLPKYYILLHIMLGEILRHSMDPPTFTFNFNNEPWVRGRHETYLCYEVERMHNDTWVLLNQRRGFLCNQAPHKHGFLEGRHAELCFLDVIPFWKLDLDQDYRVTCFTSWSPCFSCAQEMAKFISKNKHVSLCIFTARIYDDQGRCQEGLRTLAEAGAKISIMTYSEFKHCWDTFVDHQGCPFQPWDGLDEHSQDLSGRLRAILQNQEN
ATG4B inh: blocks human ATG4B protease cleavage of LC3 substrate. actives 0.51% (n = 340,000). Q9Y4P1. inhibition, % at 8.33 µM. AID 504462. ATG4B cleavage of LC3-PLA2, NBD-HPC fluorescence, 1 h; in the data active = inhibition above about 40%
Target sequence (Q9Y4P1 whole entry, looked up): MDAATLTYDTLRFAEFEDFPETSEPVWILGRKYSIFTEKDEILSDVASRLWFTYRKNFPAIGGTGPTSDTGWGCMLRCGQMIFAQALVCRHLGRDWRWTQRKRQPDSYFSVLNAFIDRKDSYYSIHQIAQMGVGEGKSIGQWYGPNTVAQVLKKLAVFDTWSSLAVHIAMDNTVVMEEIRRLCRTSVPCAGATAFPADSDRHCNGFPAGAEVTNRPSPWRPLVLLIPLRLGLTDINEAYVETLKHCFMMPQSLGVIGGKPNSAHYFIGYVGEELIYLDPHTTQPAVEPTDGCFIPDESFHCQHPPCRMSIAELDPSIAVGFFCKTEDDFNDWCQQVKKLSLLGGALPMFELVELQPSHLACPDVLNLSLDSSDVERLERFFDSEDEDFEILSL
hIAP inh: human IAP inhibition | purified IAP, CDP-Star luminescence, 30 min | inhibition, % at 10 µM | actives 0.12% (n = 330,000) | AID 2544;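 active = inhibition reaching a set limit with compound at 10 µM in the primary screen, cut at about 35% in these data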;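 note: plate controls were DMSO wells with enzyme for no effect and no-enzyme buffer wells for full effect; values of inactives mirror those of a sister screen read the other way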
A3A deaminase: inhibitors of human APOBEC3A DNA deaminase; inhibition, % at 20 µM; recombinant A3A, FAM/TAMRA ssDNA deamination fluorescence; actives 0.41% (n = 330,000); P31941;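 active = at least 40% inhibition at 20 µM here, with at most 30% in a related deaminase screen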;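 note: plate controls were A3A with DMSO for no effect and wells lacking A3A enzyme for full effect; some results filed as inactive read as strong as hits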
Target sequence (P31941 whole entry, looked up): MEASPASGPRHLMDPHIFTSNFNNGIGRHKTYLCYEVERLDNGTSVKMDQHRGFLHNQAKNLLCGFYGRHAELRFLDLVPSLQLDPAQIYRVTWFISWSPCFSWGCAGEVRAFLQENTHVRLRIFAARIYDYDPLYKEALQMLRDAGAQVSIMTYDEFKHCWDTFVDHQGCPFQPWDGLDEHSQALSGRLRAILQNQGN
MIN6 prolif: inducers of beta-cell replication in MIN6 cells | actives 0.29% (n = 330,000) | AID 2380 | MIN6 cells proliferation, ATPlite luminescence, 48 h; cells starved in 0.2% serum; 100% = growth in 10% serum | proliferation, % at 10 µM;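 active = compounds whose signal lies at least 3.5 SD above the mean of all wells on their plate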;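 note: 0% = DMSO-treated cells in low-serum medium and 100% = 10% serum control; some compounds called inactive have numbers as strong as hits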
mIAP inh: blocks mouse intestinal alkaline phosphatase | AID 2806 | inhibition, % at 10 µM | actives 0.2% (n = 330,000) | purified mouse IAP, CDP-Star luminescence, 30 min;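 active = inhibition of at least 40% at 10 µM in the primary screen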;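 note: plate controls were DMSO with enzyme for no effect and no enzyme wells for full effect; values of inactives mirror those of a sister screen read the other way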
hIAP act: human IAP activation; P09923; activation factor at 10 µM; AID 2524; purified human IAP, CDP-Star luminescence, 30 min; active compounds read high; 1 = vehicle-only enzyme, 0 = enzyme-free background; actives 0.16% (n = 330,000);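 active = activation factor of the enzyme at least 2-fold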; note: the source names both 10 and 20 µM as test concentration; values of inactives mirror those of a sister screen read the other way
MPTP inh: inhibitors of mitochondrial permeability transition pore; isolated mouse mitochondria, Ca2+ swelling absorbance, 30 min; inhibition, % at 10 µM; actives 1.4% (n = 360,000); AID 602449;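 active = inhibition of 50% or more, scaled per plate between neutral and stimulator controls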;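 note: 0% = DMSO wells given calcium and 100% = 1 mM EGTA wells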
An asterisk follows results filed as active; · = not tested or not shown.

SMILES	mIAP activ	APOBEC3G inh	ATG4B inh	hIAP inh	A3A deaminase	MIN6 prolif	mIAP inh	hIAP act	MPTP inh
O=C(Nc1ccc(SC(F)(F)F)cc1)c1ccccn1	0.96	-4	14	12	0	-1	4	0.89	0.3
CCOC(=O)Cc1csc(NC(=O)CN2C(=O)c3ccccc3C2=O)n1	1	2	-5	-2	6	-1	0	1	0.7
O=C(COC(=O)CNC(=O)c1ccc(Cl)cc1)Nc1ccc2c(c1)OCCO2	1	0	1	9	2	0	-4	0.91	3.9
O=C(NCC(=O)N1CCC2(CC1)NCCc1[nH]cnc12)c1ccccc1F	0.99	-4	-1	-5	-3	-1	1	1	-1.2
COc1ccc(CCNC(=O)Cn2nnc(-c3cccc(OC)c3OC)n2)cc1OC	1.1	-6	-5	-12	-3	-2	-6	1.1	3.7
C=CCn1c(-c2cccc3ccccc23)n[nH]c1=S	0.96	27	0	-4	-5	-3	4	1	2.0
Cc1csc(NC(CO)c2nc3ccccc3n2CCOCCO)n1 (configuration not stated)	0.84	-2	0	4	2	-1	16	0.96	-2.4
COc1ccccc1NC(=O)Cn1c(=O)oc2cc(S(=O)(=O)N3CCCC3)ccc21	1	6	-13	12	2	-2	-4	0.88	0.1
COc1ccc(C(=O)N2CCN(C(=O)c3ccncc3)CC2)cc1	1	-2	1	-3	-2	1	0	1	-0.7
COc1ccc(NC(=O)CC2SC3=NCCN3C2=O)cc1 (configuration not stated)	1	-3	6	-9	2	-3	-3	1.1	1.1

An excerpt of these results, in CSV form:
molecule,mIAP activ,APOBEC3G inh,ATG4B inh,hIAP inh,A3A deaminase,MIN6 prolif,mIAP inh,hIAP act,MPTP inh
Cc1csc(NC(CO)c2nc3ccccc3n2CCOCCO)n1 (configuration not stated),0.84,-2,0,4,2,-1,16,0.96,-2.4
COc1ccc(NC(=O)CC2SC3=NCCN3C2=O)cc1 (configuration not stated),1,-3,6,-9,2,-3,-3,1.1,1.1

More compounds.
SMILES	mIAP activ	APOBEC3G inh	ATG4B inh	hIAP inh	A3A deaminase	MIN6 prolif	mIAP inh	hIAP act	MPTP inh
COC(=O)NNC(=O)c1ccc(Cl)cc1Cl	0.95	-1	-5	2	3	-1	5	0.98	-0.1
COc1ccc(CC(=O)Nc2cccc(C)n2)cc1OC	0.9	0	1	-2	1	-4	10	1	5.8
COc1ccccc1-c1c(C(F)(F)F)oc2cc(OCC(=O)Nc3cc(C)ccc3C)ccc2c1=O	0.9	-2	·	0	4	0	10	1	·
CCCNc1nc2c(c(=O)n(C)c(=O)n2C)n1CCC(C)C	0.94	-4	13	-15	-4	0	6	1.1	1.5
COc1ccc(-c2nn(-c3ccccc3)cc2C(=O)Nc2ccc(C(=O)O)cc2)cc1	0.86	-6	-3	10	-4	0	14	0.9	0.2
CCOC(=O)c1cnc2ccccc2c1Nc1cccc(C(=O)O)c1	1.1	-4	-2	18	0	-1	-6	0.82	-1.0
CC(=O)N1CCC(O)(c2cccc(C(F)(F)F)c2)CC1	1	-5	-4	5	2	-3	0	0.95	-1.0
O=C(Nc1ccc(F)cc1F)C1(c2cccs2)CCOCC1	1	-4	-4	-10	-1	0	0	1.1	0.5
CC(=O)Oc1ccccc1-c1nc(/C=C/c2ccccc2)no1	0.94	-7	2	-8	-5	-2	6	1.1	0.3
O=C(Nc1cccc2ccccc12)N1CCOCC1	1.1	-5	8	-48	-5	-3	-9	1.5	3.3
Cc1cc(NC(=O)CCC(=O)N(CC(=O)NC2CCCC2)c2ccc(F)cc2)no1	1	-1	3	-2	0	0	-2	1	-1.3
CC1=C(C(=O)Nc2cc(C)ccn2)C(c2ccc(C)cc2)C2=C(CCCC2=O)N1 (configuration not stated)	1.1	-4	-9	-2	-5	0	-10	1	1.4
CCN1CCCC1CNCc1cccc(OC)c1OCc1ccccc1F (configuration not stated)	0.96	2	2	-7	1	-2	4	1.1	0.4
Cc1ccccc1C(=O)Nc1ccc(CN2CCOCC2)cc1	1	-7	-5	-1	-1	-3	-2	1	-0.6
COc1ccc(CCn2c(=O)[nH]c3cc(C(=O)N4CCN(c5ccccn5)CC4)ccc3c2=O)cc1OC	0.93	-6	-4	-6	4	1	7	1.1	1.6
Cc1ccccc1NC(=S)NNC(=O)c1csc2c1CCC(C)C2 (configuration not stated)	1	-4	9	-9	-3	-4	-2	1.1	0.7
COCC1CCN(Cc2nc(-c3cccs3)no2)C1 (configuration not stated)	0.93	-7	-3	12	-5	1	7	0.89	0.6
Cn1c(=O)c2c(nc(Cl)n2CCOc2ccccc2)n(C)c1=O	1	-5	-1	-8	2	-4	-4	1.1	0.1
CCc1ccc(N2C(=O)C3NN=C(C(=O)OCc4ccccc4)C3C2=O)cc1 (configuration not stated)	1.1	-11	-13	-10	-4	-1	-7	1.1	-20
Fc1ccc(/C=N/c2c(-c3ccc(F)cc3)nc3n2CCS3)cc1	0.89	2	-9	-11	0	-2	11	1.1	-0.8
FC(F)(F)c1ccc(-c2nc(=S)[nH][nH]2)cc1	0.84	-7	-3	7	-2	0	16	0.93	1.9
COc1cc(Cl)c(C)cc1NC(=O)COc1ccccc1[N+](=O)[O-]	1	7	-5	0	-1	3	-2	1	1.6
CCOC(=O)CSc1nnc(NC(=O)NC(C)C)s1	0.98	-7	3	-6	-4	-1	2	1.1	0.6
Cc1ccc(C)c(NS(=O)(=O)c2cc(C(=O)NCc3ccco3)ccc2C)c1	1	1	-7	7	0	-1	-1	0.93	-0.3
Cc1cccc(OCc2nnc(SCC(=O)O)n2Cc2ccccc2)c1	1.1	-11	7	-8	-2	-1	-6	1.1	0.9
C/C(=N\NC(=O)CC#N)C1COc2ccccc2O1 (configuration not stated)	1	-11	-5	-27	-4	-4	-3	1.3	-0.5
Cc1cc(C)cc(OCc2nnc(N)s2)c1	1	-10	12	5	-5	-3	-2	0.95	-0.4
Cc1ccc(C(=O)NCCCn2ccnc2)cn1	0.91	-4	-8	-8	-1	-2	9	1.1	2.9
CC(NC(=O)CN(C)S(=O)(=O)c1cccc2nsnc12)c1ccccc1 (configuration not stated)	1	-3	6	8	-2	2	0	0.92	-1.1
COc1ccc(S(=O)(=O)N2CCN(CC(=O)Nc3ccc(F)c(F)c3)CC2)cc1	1	-8	-7	-23	-3	-2	-2	1.2	-2.3
CCCCCSc1nc(C)c(CC(=O)O)c(=O)[nH]1	0.98	0	-7	9	0	-1	2	0.91	-1.7
C1CN(c2nc3nonc3n3nnnc23)CCO1	1.1	-2	-8	3	0	0	-5	0.97	-0.2
N#Cc1c(Cl)cccc1Oc1ccc(S(=O)(=O)Nc2ccccc2)cc1	1	-4	12	12	3	-2	-2	0.88	41
CC(=O)c1cccc(NC(=O)CO/N=C2/CCCc3nonc32)c1	1.1	-4	1	-10	-6	-1	-8	1.1	-1.0
O=C1CC(c2ccco2)CC(O)=C1C=NCCO (configuration not stated)	0.92	1	-5	10	2	0	8	0.9	-1.0
Cc1ccc(-n2cc(CNCCCn3ccnc3C)c(-c3ccc(F)cc3)n2)cc1	1.1	-3	1	-18	2	-6	-8	1.2	60*
Cc1cc(C)c(-c2cc(C(=O)Nc3cc(C)ccc3C)[nH]n2)c(O)c1	1	-6	-1	-70	-2	-2	-4	1.7	0.1
Cc1cccc(C(=O)Nc2ccc3ccccc3c2)c1	1.1	5	-3	-22	-6	-1	-13	1.2	1.2
CC(C)N(Cc1nccn1C)C(=O)CC1C(=O)NCCN1Cc1ccc(F)cc1 (configuration not stated)	0.88	1	0	-13	-1	1	12	1.1	-1.4
CCN1C(=O)/C(=C\N2CCN(c3ccccc3)CC2)SC1=S	0.8	-3	-1	18	-1	-4	20	0.82	-0.3
Cc1cc(C(=O)COC(=O)c2ccc[nH]c2=O)c(C)n1-c1ccccc1F	1	-9	2	-6	-8	-4	-4	1.1	1.3
OCCCn1c(-c2ccccc2)nc(=S)c2c1CCCC2	0.97	-3	-3	16	-3	-1	3	0.84	-1.1
COc1ccc(CNC(=O)c2ccccc2NC(=O)C2=CSCCO2)c(OC)c1	1.1	-5	-3	-26	-4	-1	-6	1.3	-0.8
Cc1ccc(C)c(/C(O)=C2\C(=O)C(=O)N(CCCn3ccnc3)C2c2cccnc2)c1 (configuration not stated)	1	1	1	-8	0	-2	-1	1.1	-6.8
COc1ccccc1NC(=O)N1CCN(c2cc(-c3ccccc3)nc3ncnn23)CC1	0.93	-3	5	16	0	0	7	0.84	5.4
COc1cc(NC(=O)c2cc(Cl)nnc2Cl)cc(OC)c1OC	1	-4	3	-6	0	0	-3	1.1	0.2
COc1ccc(CNC(=O)c2cc3c(C)nc4ccccc4c3o2)c(OC)c1	0.92	-8	-25	20	-2	-6	8	0.81	73*
COC(=O)N/N=C/c1ccc(-c2cccc(Cl)c2)o1	1	2	4	6	-4	-2	-2	0.94	3.6
Cc1c(C(=O)NC(C)CCc2ccccc2)cccc1[N+](=O)[O-] (configuration not stated)	1	-1	-1	15	0	-1	0	0.85	-0.7
COc1ccc(NC(=O)Cc2coc3cc(C)c(C(C)C)cc23)cc1S(=O)(=O)N1CCOCC1	1.2	11	-14	5	49*	-3	-21	0.95	4.6
Next results:
SMILES	mIAP activ	APOBEC3G inh	ATG4B inh	hIAP inh	A3A deaminase	MIN6 prolif	mIAP inh	hIAP act	MPTP inh
Cc1ccc2nc(-c3ccccc3)cc(C(=O)NCC(c3ccco3)N(C)C)c2c1 (configuration not stated)	0.94	-5	-6	-4	2	-2	6	1	-0.2
O=C(NCc1ccccc1)c1cccc(COc2ccc3c(c2)CCC3)c1	1.2	-4	23	-10	1	0	-21	1.1	8.3
O=C(NC(=S)Nc1ccc(N2CCCCC2)cc1)c1ccc2c(c1)OCCO2	0.78	0	-8	11	3	-3	22	0.89	2.3
Cc1ccccc1C(=O)NNC(=O)c1cc(N)cc([N+](=O)[O-])c1	0.82	2	32	-7	6	0	18	1.1	-0.6
COc1ccc2c(c1[N+](=O)[O-])CCC/C2=N/OC(=O)c1ccccc1SC	0.91	-5	-7	-3	-2	-4	9	1	-0.6
CC(C)n1nnnc1-c1ccc(Cl)cc1	0.99	-6	-10	-4	-2	1	1	1	-0.3
CCC(=O)Nc1ccc(CCC(=O)N2CCCC2)cc1	0.96	-1	2	5	-5	0	4	0.95	0.1
COc1ccc(NS(=O)(=O)c2ccc3c(c2)[C@H]2C=CC[C@H]2[C@@H](c2ccc(C(=O)O)cc2)N3)cc1	1	28	78*	0	49*	-3	-3	1	5.7
Cc1cc(Nc2nnnn2-c2ccccc2)n(-c2ccc(Cl)cc2)n1	0.88	3	-13	1	1	-5	12	0.99	26
Cc1cc(C)nc(NS(=O)(=O)c2ccc(NC(=O)c3ccccc3C)cc2)n1	1	-1	-1	-8	0	-3	-5	1.1	0.3
CCc1nnc(NC(=O)CS(=O)(=O)c2ccccc2)s1	1	-4	9	-10	5	8	-4	1.1	-0.8
O=C(Nc1cc(Cl)cc(Cl)c1)C1C2C=CC3(O2)C1C(=O)N(CCCN1CCOCC1)C3C(=O)NC1CCCCC1 (configuration not stated)	1	9	-2	-16	2	-1	0	1.2	-1.5
CC(=O)Nc1ccc(NC(=O)C(C)OC(=O)CC2CCCCC2)cc1 (configuration not stated)	0.94	-8	-13	-14	-1	1	6	1.1	-0.6
Cc1cccc(-c2nnn3c2nc(NCCc2ccc(S(N)(=O)=O)cc2)c2ccccc23)c1	1.3	-7	2	-7	-3	-3	-32	1.1	-0.3

Screening data as filed in PubChem BioAssay.
